From PubChem
Abeta rescue: restores growth of yeast expressing A-beta42 peptide; Potency, µM (doses to about 46.1 µM), without a hit: top-dose growth rescue, actives largely listed as activators; actives 0.063% (n = 410,000); yeast expressing A-beta42, growth rescue, OD600, 48 h; response scale: 0% DMSO, 100% iron-clioquinol control; AID 1347071; further: potency means the concentration at half of the fitted maximal effect; nearly all actives have a fitted effect of over 55% in size
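Yeast A-beta toxicity model in growth medium with pinned compounds, 48 h at 30 C; growth read as absorbance at 600 nm. Normalized to FeCl3/clioquinol equimolar mix (positive) and DMSO (negative).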
aSyn rescue: rescues yeast growth from alpha-synuclein toxicity; AID 652106; Yeast expressing alpha-synuclein, growth rescue, BacTiter-Glo, 24 h; Potency, µM (doses to about 46.1 µM), for inactives: top-dose growth rescue (activation), usual class: activators; actives 0.14% (n = 370,000); further: potency means the concentration at half of the fitted maximal effect; % of control where 0% means no effect; nearly all actives have a fitted effect of over 65% in size
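Galactose-induced alpha-syn yeast (OD600=0.02, raffinose-pregrown) + pinned cpd, 24 hr, 30 deg C; growth by BacTiter-Glo luminescence. Growth restoration scores as activation.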
PLK1 PBD block: PLK1 (human) polo-box domain binding inhibition. Plk1 PBD binding of FITC phosphopeptide, fluorescence polarization. actives 2.8% (n = 360,000). Potency, µM, for inactives: max response, negative = inhibition, actives largely listed as inhibitors. P53350; further: potency means the concentration at half of the fitted maximal effect; series mostly up to about 57 µM; on the % scale 0 is the no-effect control and ±100 the full control effect; nearly all actives have a fitted effect of over 65% in size
Target sequence (P53350 whole entry, looked up, the tested form may be a part): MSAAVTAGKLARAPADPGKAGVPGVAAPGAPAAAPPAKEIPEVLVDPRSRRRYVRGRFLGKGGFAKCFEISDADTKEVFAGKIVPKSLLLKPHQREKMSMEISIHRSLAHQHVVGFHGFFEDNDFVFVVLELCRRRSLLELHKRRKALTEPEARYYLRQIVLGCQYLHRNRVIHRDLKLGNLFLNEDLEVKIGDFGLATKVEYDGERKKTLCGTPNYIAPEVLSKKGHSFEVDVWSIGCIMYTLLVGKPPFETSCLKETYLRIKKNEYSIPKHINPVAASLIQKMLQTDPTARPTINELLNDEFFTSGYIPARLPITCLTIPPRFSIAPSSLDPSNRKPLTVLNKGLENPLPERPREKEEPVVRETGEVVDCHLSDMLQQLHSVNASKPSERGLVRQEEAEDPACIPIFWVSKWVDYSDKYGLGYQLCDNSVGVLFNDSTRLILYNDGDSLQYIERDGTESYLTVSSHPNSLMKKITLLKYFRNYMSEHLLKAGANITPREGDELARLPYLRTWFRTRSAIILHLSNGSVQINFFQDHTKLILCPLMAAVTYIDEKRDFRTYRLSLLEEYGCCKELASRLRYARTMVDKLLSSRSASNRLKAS
EPAC1 agonist: activates human EPAC1 exchange factor | actives 0.073% (n = 360,000) | Potency, µM (top dose mostly 154 µM), inactives show at the highest dose activation, hits mostly activators | O95398 | EPAC1 agonist qHTS, biochemical assay; response scale: 100% = response to 6.5 mM cAMP; further: potency means the concentration at half of the fitted maximal effect; nearly all actives have a fitted effect of over 60% in size
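Multi-concentration qHTS readout: loss of Rap1B-bound BODIPY-GDP fluorescence driven by 100 nM EPAC1 with excess GDP (50 uM), monitored kinetically at room temperature; agonist response expressed relative to 6.5 mM cAMP.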
IL2 activator: activators of IL-2 | AID 652025 | activation, % (series mostly up to about 46 µM) | actives 0.065% (n = 360,000) | IL-2 activation reporter assay, cell-based qHTS; stimulated with anti-CD3/CD4/CD28 beads; in transgenic mouse T cells; in the data active means activation above about 50%; inconclusive means mostly about 30% to 49%; further: 0% is about no effect
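First, unstimulated transgenic mouse T cells were exposed to compound for 60 min. Next, anti-CD3/anti-CD4-coated beads with anti-CD28 were added. Finally, after 18 h at 37 degrees C, EGFP and DsRed were imaged.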
FUS yeast rescue: suppressors of FUS proteinopathy in yeast. Potency, µM (series often up to 76.6 µM), for the others: at the highest dose growth rescue (activation), usual class: activators. actives 0.24% (n = 390,000). AID 1347120. S. cerevisiae FUS-expressing, growth rescue, OD600, 24 h;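 further: potency means the concentration at half of the fitted maximal effect; plate controls were DMSO vehicle for no effect and reference control for full effect; nearly all actives have a fitted effect of over 55% in size; some results filed as inactive show a strong effect at the top dose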
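Quantitative HTS measuring growth restoration of FUS-toxic yeast. Galactose-induced cells (OD 0.005) were exposed 24hr at 30C to compounds at several concentrations, then absorbance at 600 nm was recorded.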
PI5P4K alpha inh: inhibitors of human PI5P4K alpha; P48426; PI5P4Kalpha enzyme, ADP-Glo luminescence, 60 min; active compounds read low; AID 652105; max response, %; actives 1.2% (n = 330,000); active means max response of -50% or lower; inconclusive means between -30% and -50%; inactive means -30% or higher; further: value at the top dose of about 77 µM; on the % scale 0 is the no-effect control and ±100 the full control effect
Target sequence (P48426 whole entry, looked up): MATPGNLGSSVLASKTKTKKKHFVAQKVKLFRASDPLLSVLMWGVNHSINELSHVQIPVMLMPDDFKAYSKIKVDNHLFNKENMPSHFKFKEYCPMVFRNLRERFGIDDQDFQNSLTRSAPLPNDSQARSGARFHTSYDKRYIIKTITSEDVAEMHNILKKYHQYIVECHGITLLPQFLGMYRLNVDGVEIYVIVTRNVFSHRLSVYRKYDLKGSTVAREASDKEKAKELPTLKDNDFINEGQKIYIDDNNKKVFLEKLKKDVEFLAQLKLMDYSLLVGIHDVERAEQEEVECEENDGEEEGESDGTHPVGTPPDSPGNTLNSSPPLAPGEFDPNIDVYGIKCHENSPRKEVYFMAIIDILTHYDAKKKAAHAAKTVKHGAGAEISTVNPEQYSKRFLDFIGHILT
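Luminescence from ADP-Glo served as readout of PI5P4Kalpha activity in a qHTS format. Reaction: enzyme, substrate, compound, ATP at 5 microM final, 60 min at RT.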
EPAC1 antagonist: EPAC1 (human) antagonism. actives 0.14% (n = 360,000). O95398. AID 720709. EPAC1 GEF assay, Rap1b-BODIPY-GDP exchange fluorescence. Potency, µM (series often up to 115 µM), inactives show top-dose activity change, negative = inhibition, usual class: inhibitors;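 further: potency means the concentration at half of the fitted maximal effect; plate controls were vehicle for no effect and positive control for full effect; nearly all actives have a fitted effect of over 50% in size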
WRN helicase inh: blocks human WRN helicase | Q14191 | WRN helicase unwinding, fluorescent forked duplex, kinetic | Potency, µM (doses to about 114 µM), for the others: at the highest dose activity change, negative = inhibition, usual class: inhibitors | actives 0.46% (n = 360,000); further: potency means the concentration at half of the fitted maximal effect; on the % scale 0 is the no-effect control and ±100 the full control effect; nearly all actives have a fitted effect of over 55% in size
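WRN at 20 nM final was preincubated with compound for 15 min at room temperature; reaction started with 100 nM forked duplex oligonucleotide carrying fluorophore and quencher plus 2 mM ATP (final). Unwinding followed kinetically by red fluorescence (ex 525/em 598 nm).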
* hit, by the source's call; u = inconclusive; x = no result given; [ ] = another dose, or the depositor's remark. Unless noted, the call rests on the fitted dose curve; in most records, active means well fitted curve in the direction sought with a large enough effect; inconclusive means small, poorly fitted or top-dose-only effect, or another doubt; inactive means no such curve, though single readings can be large; an effect the other way counts as inactive or inconclusive. Random draw from the library; any-hit rate near 4.1%.

Short keys: A = Abeta rescue; B = aSyn rescue; C = PLK1 PBD block; D = EPAC1 agonist; E = IL2 activator; F = FUS yeast rescue; G = PI5P4K alpha inh; H = EPAC1 antagonist; I = WRN helicase inh
smiles: CN(C)/C=C/C(=O)c1cccc(C(F)(F)F)c1
  A: -11%; B: -39%[inhibitor]; C: -11%; D: -7%; E: -5.1; F: 17%; G: -20; H: -5%; I: -4%
smiles: Cc1ccsc1C(=O)NNC(=O)c1cccc(S(=O)(=O)N2CCCC2)c1
  A: -5%; B: -1%; C: -2%; D: -9%; E: 0.1; F: x; G: -3; H: -3%; I: 6%
smiles: COc1ccc(NC(=S)N(CCCN2CCCC2)Cc2cccs2)cc1
  A: -1%; B: 3%; C: 0%; D: 0%; E: -1.1; F: 11%; G: 14; H: -16%; I: -1%
smiles: c1cn(CCCNC2CCCCCCC2)cn1
  A: -3%; B: 0%; C: 0%; D: 6%; E: -1.1; F: -7%; G: 5; H: -5%; I: -5%
smiles: CC(C)(C)c1csc(NNC(=O)c2ccc(Br)cc2)n1
  A: u; B: u; C: -26%; D: 6%; E: -0.7; F: u; G: -13; H: -9%; I: -14%
smiles: COc1ccc(Oc2c(Cl)cnn(-c3ccc(Cl)c(Cl)c3)c2=O)cc1
  A: -3%; B: 23%; C: -5%; D: 4%; E: -0.5; F: -10%; G: 1; H: -6%; I: -21%
smiles: CCC(CO)(CO)N(CC(=O)Nc1ccc(OC)cc1)CC(=O)Nc1ccc(OC)cc1
  A: -1%; B: -3%; C: 7%; D: 1%; E: -4.2; F: 22%; G: -7; H: -14%; I: -5%
smiles: Cc1cn([C@H]2C[C@H](O)[C@@H](CNCc3ccc(CN(C)S(C)(=O)=O)o3)O2)c(=O)[nH]c1=O
  A: 2%; B: 5%; C: -1%; D: 5%; E: -2.8; F: -10%; G: 6; H: 5%; I: -3%
smiles: COc1ccc(C(=O)O)cc1S(=O)(=O)NCc1ccccn1
  A: -13%; B: -2%; C: -1%; D: 9%; E: -3.8; F: 25%; G: 4; H: -3%; I: 1%
smiles: CCOC(=O)N1CCN(C(=O)c2cc(S(=O)(=O)N3CCCC3)cn2C)CC1
  A: 14%; B: 2%; C: -7%; D: 7%; E: -0.5; F: 17%; G: x; H: 2%; I: 4%
smiles: Cc1[nH]n(-c2ccccc2)c(=O)c1CCOC(=O)c1cccc(C(F)(F)F)c1
  A: 9%; B: -3%; C: -7%; D: -9%; E: 1.6; F: 47%; G: 0; H: 2%; I: 1%
smiles: COc1ccc(-c2cc3nc(CCl)[nH]c(=O)c3s2)cc1
  A: -9%; B: -7%; C: -9%; D: -17%; E: -1.1; F: 35%; G: u; H: -25%; I: -8%
smiles: COc1ccc2c(c1)O[C@H](c1ccc3c(c1)OCO3)[C@@H](OC(=O)N[C@H]1CCCc3ccccc31)C2=O
  A: -6%; B: 0%; C: 2%; D: 2%; E: -2.7; F: 31%; G: -1; H: 3%; I: 4%
smiles: O=C(O)/C=C/C(=O)NNC(=O)c1cc(-c2ccccc2)n[nH]1
  A: -5%; B: 0%; C: 30µM*; D: -6%; E: 0.2; F: 35%; G: u; H: -6%; I: u
smiles: CCc1nccn1C(=O)c1cnn2c(C(F)F)cc(-c3ccc(C)cc3)nc12
  A: 9%; B: 21%; C: -7%; D: 12%; E: 0.3; F: 8%; G: -29; H: 21%; I: -30%[57.1 µM]
smiles: CCC(C)NC(=O)c1cc2c(=O)n3ccccc3nc2s1 (stereo not given)
  A: -9%; B: 9%; C: 2%; D: 1%; E: -5.5; F: -22%; G: 4; H: 17%; I: -4%
smiles: Cc1ccc(C(=O)NC(NCc2ccccc2)C(Cl)(Cl)Cl)cc1 (stereo not given)
  A: 0%; B: -4%; C: 2%; D: -6%; E: 0.8; F: -1%; G: 3; H: 0%; I: -33%[57.1 µM]
smiles: COc1ccc(S(=O)(=O)N2CCN(C(=O)c3ccc(COc4ccccc4)o3)CC2)cc1
  A: -16%; B: -1%; C: -7%; D: 14%; E: -2.1; F: u; G: 3; H: -4%; I: -6%
smiles: O=C(COC(=O)C1CCN(C(=O)c2ccc(Cl)cc2)CC1)c1ccco1
  A: 27%; B: -12%; C: -1%; D: 0%; E: -0.6; F: 23%; G: x; H: 8%; I: -8%
smiles: O=C1OCc2nc3cc4c(cc3c(-c3ccc(F)cc3)c21)OCO4
  A: -5%; B: -2%; C: 24µM*; D: -12%; E: 0.0; F: -33%; G: -7; H: -8%; I: 2%
smiles: CC(=O)c1ccccc1OC(=O)COc1ccc([N+](=O)[O-])cc1
  A: -27%; B: -26%; C: 21µM*; D: 2%; E: -3.6; F: -2%; G: 1; H: 3%; I: 6%
smiles: COCCn1c(SCc2nnc(-c3ccccc3)o2)nc2sc3c(c2c1=O)CCC3
  A: 4%; B: 8%; C: -2%; D: -2%; E: -0.6; F: x; G: -2; H: 6%; I: -9%
smiles: COc1ccc(CCNC(=O)CSc2cn(Cc3ccccc3)c3ccccc23)cc1OC
  A: 16%; B: 1%; C: -8%; D: -12%; E: -2.9; F: 7%; G: -1; H: 0%; I: 0%
smiles: Cc1nc(Cc2ccc(OC(C)C)cc2)[nH]c(=O)c1CC(=O)O
  A: -12%; B: 3%; C: -4%; D: -1%; E: 0.2; F: -13%; G: 2; H: -1%; I: -2%
smiles: CC(C)C1Cc2[nH]c(=O)c(C(=O)O)cc2CO1 (stereo not given)
  A: 1%; B: -2%; C: -1%; D: -4%; E: -1.1; F: 2%; G: x; H: 4%; I: 4%
smiles: CC(=O)Nc1ccc(C=NNC(=O)C2CC2)cc1
  A: 0%; B: -12%; C: -5%; D: 10%; E: 0.4; F: -3%; G: -1; H: 10%; I: -1%
smiles: CC1(C(=O)N2CCCCC2)CCN1C(=O)C1(c2ccccc2)CC1 (stereo not given)
  A: -4%; B: 1%; C: 0%; D: -23%; E: -0.2; F: -17%; G: -9; H: 1%; I: 4%
smiles: N#Cc1cc2c([nH]c1=S)CCCC2
  A: 21%; B: 5%; C: 21µM*; D: 14%; E: -0.1; F: -18%; G: -73*; H: 4%; I: -33%
smiles: Cc1ccc(S(=O)(=O)N2CCN(C(=O)CSc3ncn[nH]3)CC2)c(C)c1
  A: 2%; B: 4%; C: -7%; D: -4%; E: -2.0; F: 0%; G: -1; H: -16%; I: 8%
smiles: CCOc1ccc(S(=O)(=O)Nc2cccc(C(=O)NCC(c3ccco3)N3CCCC3)c2)cc1 (stereo not given)
  A: 6%; B: 0%; C: 0%; D: -1%; E: -0.3; F: -8%; G: 3; H: -18%; I: 0%
smiles: Cc1ccc(-c2nn3c(C)nnc3c3ccccc23)cc1S(=O)(=O)N1CCN(CCO)CC1
  A: 7%; B: -16%; C: 2%; D: 2%; E: -2.1; F: 22%; G: x; H: 10%; I: -14%
smiles: O=C(NCCN1CCN(C(=O)c2cccc(OC(F)F)c2)CC1)c1cccc(OC(F)F)c1
  A: -7%; B: 2%; C: -9%; D: 11%; E: -3.8; F: x; G: 9; H: 3%; I: -17%
smiles: Cc1ccc(C(=O)N(C)Cc2nc3ccccc3c(=O)[nH]2)cc1NC(=O)c1ccco1
  A: 2%; B: 1%; C: 0%; D: 5%; E: -0.6; F: 7%; G: 0; H: 8%; I: 7%
smiles: CC(=O)c1c(C(C)=O)c(C)n(-c2ccc(C(=O)O)cc2)c1C
  A: -9%; B: -3%; C: -7%; D: 4%; E: -0.7; F: 2%; G: 0; H: 16%; I: -3%
smiles: COc1cc(C(=O)Nc2ccc(S(=O)(=O)N3CCc4ccccc43)cc2)cc(OC)c1OC
  A: 12%; B: 8%; C: -2%; D: 13%; E: -2.7; F: 52%; G: 5; H: -5%; I: -8%
smiles: COc1ccc(O)c(C(=O)c2cnc3c(c2)c(C)nn3C)c1
  A: -16%; B: 14%; C: -14%; D: 4%; E: 0.0; F: -20%; G: -2; H: -4%; I: 4%[57.1 µM]
smiles: Cc1noc(C)c1NC(=O)N(C)C[C@H]1Oc2ccc(NC(=O)Nc3ccc(C(F)(F)F)cc3)cc2C(=O)N([C@H](C)CO)C[C@@H]1C
  A: 2%; B: 8%; C: -3%; D: 4%; E: 0.7; F: 23%; G: 3; H: -5%; I: 0%
smiles: CC1CCCCC1NC(=O)C1CCN(S(=O)(=O)c2ccc3c(c2)CCC(=O)N3)CC1 (stereo not given)
  A: 14%; B: 2%; C: -2%; D: 11%; E: -2.1; F: 8%; G: -2; H: -14%; I: -7%
smiles: O=C1NC(=O)C2(CCCc3ccccc32)N1 (stereo not given)
  A: -7%; B: -5%; C: 2%; D: -16%; E: -0.4; F: -5%; G: -9; H: -9%; I: 3%
smiles: CCCNC(=O)NC(=O)CN1C(=O)NC(C)(c2ccc(C)cc2)C1=O (stereo not given)
  A: 4%; B: 4%; C: -12%; D: 3%; E: -0.9; F: 24%; G: x; H: 4%; I: 1%
smiles: O=C1N/C(=N\N=C\c2ccco2)SC1Cc1ccc(F)cc1 (stereo not given)
  A: -4%; B: -5%; C: -16%; D: -4%; E: 0.8; F: 7%; G: -5; H: -9%; I: -4%[57.1 µM]
smiles: O=C1C=C(c2cc(C(F)(F)F)cc(C(F)(F)F)c2)C[C@@H](c2ccc3c(c2)OCO3)C1
  A: 6%; B: -9%; C: -7%; D: -16%; E: -0.2; F: -2%; G: 0; H: -17%; I: 0%
smiles: COc1ccccc1NC(=O)C(C)N(C)CCOc1ccccc1 (stereo not given)
  A: 12%; B: -5%; C: 0%; D: 3%; E: -0.7; F: 3%; G: 6; H: 7%; I: 0%
smiles: NC(=O)C1CC(=O)N(CCc2ccc(F)cc2)C1 (stereo not given)
  A: -13%; B: -9%; C: -15%; D: -10%; E: 1.6; F: 1%; G: -5; H: -8%; I: 5%
smiles: Cc1ccc(SCCc2ccc(C)nc2)cc1
  A: 9%; B: 12%; C: -24%; D: -6%; E: -2.7; F: x; G: 8; H: 10%; I: -6%
